# High-throughput results as filed in PubChem.
# Mdm2 ligase inh: inhibitors of human Mdm2 E3 ubiquitin ligase. cell-based MDM2 ubiquitination luciferase reporter, 2 h; 0 = plate control, 100 = twice control, blank-subtracted. AID 1230. 210,000 compounds, 0.11% hits. signal enhancement, % at 5 µM. Q00987;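 active means signal enhancement of 30% or more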;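 further: luminescence tracks abundance of the self-degrading MDM2-luciferase fusion protein; higher signal means inhibition of MDM2 E3 ligase activity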
#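 Assay system: stable mammalian line carrying autodegrading MDM2–luciferase fusion reporter; amount: 2000 cells seeded into each well; buffer or medium: DMEM; benchmarks: plate control and blank wells; signal: luciferase luminescence; timing: 2 h compound exposure at 37 °C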
# 14-3-3 Bad inh: disrupts binding of bovine 14-3-3 zeta to phospho-Bad peptide; P63103; TR-FRET 14-3-3zeta/Dy647-pBad peptide displacement, 1 h; inhibition, % at 21.7 µM; 220,000 compounds, 0.71% hits;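 active means inhibition above about 70%, limit read from the data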;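 further: 0% = full 14-3-3 plus peptide FRET controls and 100% = background without 14-3-3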
# Target sequence (P63103 whole entry, looked up): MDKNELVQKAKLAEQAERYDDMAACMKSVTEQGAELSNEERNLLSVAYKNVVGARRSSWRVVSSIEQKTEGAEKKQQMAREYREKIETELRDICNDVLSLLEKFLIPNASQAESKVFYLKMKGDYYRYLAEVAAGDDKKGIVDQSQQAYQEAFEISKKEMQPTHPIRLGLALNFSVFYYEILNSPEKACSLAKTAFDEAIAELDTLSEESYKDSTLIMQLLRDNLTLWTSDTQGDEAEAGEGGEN
# FXIIa inh: blocks human coagulation factor XIIa protease activity; P00748; purified FXIIa, Boc-QGR-AMC fluorogenic substrate, 2 h; inhibition, % at 5 µM; 220,000 compounds, 0.3% hits; AID 800; in the data active means inhibition above about 40%;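 further: 0% = enzyme with no compound and 100% = blank without enzyme; many of its hits are not listed in these tables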
# KLK5 inh: inhibitors of human kallikrein 5 | Q9Y337 | recombinant hK5, fluorogenic AMC substrate cleavage | inhibition, % at 5 µM | 210,000 compounds, 0.59% hits;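 active means inhibition of 40% or more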;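 further: 0% = enzyme controls without compound and 100% = no-enzyme blanks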
# Target sequence (Q9Y337 67-293 limits assumed): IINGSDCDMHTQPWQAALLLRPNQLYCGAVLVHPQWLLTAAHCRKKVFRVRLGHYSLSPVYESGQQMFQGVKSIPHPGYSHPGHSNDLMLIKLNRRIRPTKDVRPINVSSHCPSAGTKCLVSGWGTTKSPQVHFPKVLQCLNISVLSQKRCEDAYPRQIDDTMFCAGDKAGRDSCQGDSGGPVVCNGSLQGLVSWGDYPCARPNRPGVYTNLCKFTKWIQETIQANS
# Wee1 stabilizer: inhibitors of human Wee1 degradation | HeLa Luc-Wee1K328M stability, luciferase luminescence; 100% = proteasome inhibitor MG132 effect | reporter increase, % at 5 µM | 220,000 compounds, 1.2% hits | AID 1321;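 active means activation above the mean of all tested compounds plus 3 SD, set per screening run, cut at about 8.8% in these data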;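 further: cells exposed to compound for 20 h before luminescence read; 0% = DMSO alone and 100% = MG132 at 30 µM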
# p97 ATPase inh: human p97 ATPase inhibition; AID 1481; 220,000 compounds, 0.42% hits; recombinant p97 ATPase, Kinase-Glo ATP luminescence, 3 h; inhibition, % at 8 µM; in the data active means inhibition above about 15%;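 further: 0% = DMSO vehicle and 100% = wells lacking enzyme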
# Rad51 HR inh: Rad51 (human) homologous recombination inhibition | Q06609 | hRad51 DNA strand exchange, fluorescence dequenching | inhibition, % at 10 µM | 200,000 compounds, 0.085% hits | AID 1385;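 active means inhibition above 40% at the single screening dose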;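 further: 0% = DMSO control wells and 100% = blanks with heterologous ssDNA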
#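 Test system – preformed human Rad51 ssDNA filaments · Reagent – Donor/quencher-labelled 47-bp dsDNA substrate · Incubation – 37 °C 15-min filament assembly, 30-min compound preincubation, 15-min exchange · Signal – FRET fluorescence dequenching, excitation 485 nm, emission 520 nm · Read-out – percent inhibition from fluorescence, normalised to plate control and blank means · Benchmarks – plate control and blank wells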
# eIF4E-4G inh: inhibitors of eIF4E and eIF4G interaction in translation initiation | P63073+Q04637 | TR-FRET eIF4E-eIF4GI(517-606) binding, 2 h | inhibition, % at 21.7 µM | 220,000 compounds, 0.37% hits;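 active means inhibition above about 30%, limit read from the data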;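 further: 0% = full FRET control wells and 100% = background wells lacking eIF4GI fragment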
# FXIa inh: factor XIa (human) inhibition | purified FXIa, Boc-Glu-Ala-Arg-AMC fluorogenic substrate | inhibition, % at 5 µM | 220,000 compounds, 0.14% hits | AID 798;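 active means inhibition of at least 40%; inactive means inhibition below 40%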;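 further: fluorescence of freed AMC excited at 355 nm; 0% = enzyme without compound and 100% = no enzyme blank; many of its hits are not listed in these tables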
# Target sequence (P03951 19-387 limits assumed): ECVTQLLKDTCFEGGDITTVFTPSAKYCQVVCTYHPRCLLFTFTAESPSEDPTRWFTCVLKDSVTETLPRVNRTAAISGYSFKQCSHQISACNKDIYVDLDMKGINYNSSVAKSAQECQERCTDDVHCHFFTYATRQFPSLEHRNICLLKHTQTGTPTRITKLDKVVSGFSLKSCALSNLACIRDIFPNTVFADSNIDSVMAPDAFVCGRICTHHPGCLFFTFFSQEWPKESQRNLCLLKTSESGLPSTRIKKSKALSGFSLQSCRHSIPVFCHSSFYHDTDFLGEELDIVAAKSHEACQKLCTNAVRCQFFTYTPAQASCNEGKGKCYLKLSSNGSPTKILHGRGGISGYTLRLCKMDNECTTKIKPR
# Target sequence (P03951 388-625 limits assumed): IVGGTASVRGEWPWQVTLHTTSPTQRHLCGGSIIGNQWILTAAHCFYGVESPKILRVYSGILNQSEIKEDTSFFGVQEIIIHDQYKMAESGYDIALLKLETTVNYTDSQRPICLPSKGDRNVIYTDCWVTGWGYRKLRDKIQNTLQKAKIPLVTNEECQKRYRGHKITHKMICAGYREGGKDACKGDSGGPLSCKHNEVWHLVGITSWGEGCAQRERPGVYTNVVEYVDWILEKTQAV
# Numbers without * were called inactive; nt = no result given; [ ] = dose if it differs, or a comment. Compounds as they come. About 3.5% of those tested had a hit in this group.
# The first 4 entries as a preview:
SMILES,Mdm2 ligase inh,14-3-3 Bad inh,FXIIa inh,KLK5 inh,Wee1 stabilizer,p97 ATPase inh,Rad51 HR inh,eIF4E-4G inh,FXIa inh
CC1(C)CC(=O)C(C=NCCN2CCN(C(=O)c3ccccc3)CC2)=C(O)C1,3,3,10,3,-1,6,-2,5[fluorescence artefact?],2
Cc1cc(C(=O)N2CCN(c3ccccn3)CC2)no1,-7,-11,6,3,1,-5,-1,0[fluorescence artefact?],-3
CCn1c(SCC(=O)Nc2ccccc2)nnc1-c1ccc(S(=O)(=O)N2CCOCC2)cc1,-16,-2,12,-7,3,0,-2,10,0
CCc1ccc(OCC(=O)Nc2cccc3c2CCCC3)cc1,nt,-5,6,-23,2,-2,nt,0,7

# This part in full, from the start:
SMILES,Mdm2 ligase inh,14-3-3 Bad inh,FXIIa inh,KLK5 inh,Wee1 stabilizer,p97 ATPase inh,Rad51 HR inh,eIF4E-4G inh,FXIa inh
CC1(C)CC(=O)C(C=NCCN2CCN(C(=O)c3ccccc3)CC2)=C(O)C1,3,3,10,3,-1,6,-2,5[fluorescence artefact?],2
Cc1cc(C(=O)N2CCN(c3ccccn3)CC2)no1,-7,-11,6,3,1,-5,-1,0[fluorescence artefact?],-3
CCn1c(SCC(=O)Nc2ccccc2)nnc1-c1ccc(S(=O)(=O)N2CCOCC2)cc1,-16,-2,12,-7,3,0,-2,10,0
CCc1ccc(OCC(=O)Nc2cccc3c2CCCC3)cc1,nt,-5,6,-23,2,-2,nt,0,7
O=c1[nH]c(CN2CCN(S(=O)(=O)c3ccc4c(c3)OCCO4)CC2)nc2sc3c(c12)CCCC3,9,-11[fluorescence artefact?],13,-4,2,5,2,3,8
O=C(NCCc1c[nH]c2ccccc12)c1cnc2n(c1=O)CCS2,-16,-10[fluorescence artefact?],18,-13,-2,1,0,5,5
Cc1cc(C(=O)OCCN2C(=O)c3ccccc3C2=O)c2ccccc2n1,-8,-8,-8,-9,-1,0,-2,5,-17
Cn1nc(-c2ccccc2)cc1NC(=O)CCCC(=O)O,-7,2,6,13,-2,1,-6,-6,6
CCOC(=S)SCc1cn2cccc(C)c2n1,-2,-16,9,5,-2,0,11,2,-1
Cn1nnc(NC(=S)NC(=O)c2cccs2)n1,-9,-7[fluorescence artefact?],-2,-18,0,-1,-2,-1,-6
Cc1cc(C(=O)NP(=O)(N2CCOCC2)N2CCOCC2)c(C)n1-c1ccc(N(C)C)cc1,-9,-8,13,-8,-3,-1,-8,0,4
COC(=O)c1sc(NC(=S)NC(=O)c2ccccc2Cl)nc1C,-19,-1[fluorescence artefact?],8,-1,0,7,6,-1,12
O=c1[nH]c(N2CCN(c3ccccc3)CC2)nc2c1CCCC2,-12,-7[fluorescence artefact?],6,2,2,2,2,2[fluorescence artefact?],-6
CCN1CCN(CC(=O)c2cc(Cl)ccc2Cl)CC1,7,-4,9,-3,3,0,9,2,3
CN1CCN(C(=O)C2(NC(=O)Nc3cccc(F)c3)CCCCC2)CC1,-4,-3,10,-4,-2,-2,5,0,4
CC1=NNC(=O)C1CCC(=O)N/N=C/c1ccco1 (stereo not drawn),-4,-2,6,-11,0,-1,-9,3,-3
Cn1c(Cc2csc(N)n2)nnc1SC/C=C/c1ccccc1,2,-18,9,5,1,10,6,-3,-1
CN1CCN(c2nc3ccccn3c(=O)c2/C=C(\C#N)S(=O)(=O)c2ccccc2)CC1,-4,-7,15,4,-3,6,-5,8,6
N#Cc1ccc(CSc2nnc(NC(=O)c3ccc(=O)[nH]c3)s2)cc1,-18,9,12,-5,0,8,9,9,8
Cc1ccc(N=C2CSC(=O)N2)cc1,3,-7,4,-5,-1,6,3,-2,-9
CCn1c(SCC(=O)OC)nnc1-c1c[nH]c2ccccc12,-14,2,8,0,5,1,0,1,0
CCN(CC)S(=O)(=O)c1ccc(Nc2cc(C)nc3ncnn23)cc1,-14,nt,0,-4,3,3,15,nt,-4
CCOc1ccc(NS(=O)(=O)c2ccc3ncsc3c2)cc1,-74,5,4,16,1,-1,nt,2,-1
O=C(N/N=C/c1cc2cc3c(cc2nc1Cl)OCO3)c1ccncc1,nt,5,6,6,8,7,nt,-3,4
O=C(Nc1ccc(F)cc1)C1CCCN(S(=O)(=O)c2cccc3cccnc23)C1 (stereo not drawn),-22,5,13,-3,4,7,6,-4,4

# Other entries
SMILES,Mdm2 ligase inh,14-3-3 Bad inh,FXIIa inh,KLK5 inh,Wee1 stabilizer,p97 ATPase inh,Rad51 HR inh,eIF4E-4G inh,FXIa inh
Cc1c(C)c2cc(Cl)c(O)c(CN3CCN(C)CC3)c2oc1=O,-7,-11,-104,-71,0,2,-2,0,-39
CCOC(=O)C1CCN(S(=O)(=O)c2ccc(-n3cnnn3)c(C)c2)CC1,-12,-5,16,2,-2,5,9,-11,3
Cc1ccc(C(=O)NCCCNCCCN(C)C)cn1,-35,40[fluorescence artefact?],20,-7,1,0,3,-16[fluorescence artefact?],-2
Cc1ccc(OCCn2cnc(Cl)c2Cl)cc1,-6,5,5,-1,-2,-8,3,1,-4
CN1CCC(N(C)CC(C)(C)NS(=O)(=O)c2ccccc2)CC1,-15,7,5,-2,0,1,-7,-1,-1
CC1=CC(C)(C)N(C(=O)c2ccccc2)c2ccc(C)cc21,0,13,6,5,0,0,nt,9,6
O=C(NCc1ccccn1)C(=O)Nc1cccc2ccccc12,-15,-11,1,-12,1,3,0,4,-3
CCCCCC(=O)N1CCN(CCN=CC2=C(O)CC(c3ccc(OC)c(OC)c3)CC2=O)CC1 (stereo not drawn),-24,3,7,-9,2,2,4,-5,-4
CCn1c(COc2ccccc2C)nnc1SCC(=O)N1CCCCC1,-5,2,2,-18,-1,1,8,-11,-9
Cc1cc(C)n2nc(C(=O)Nc3ccc(N4CCOCC4)cc3)nc2n1,-5,-2[fluorescence artefact?],9,-52,0,2,1,0,-5
Cc1nc2ccc(NC(=O)C3CCN(S(=O)(=O)c4cccs4)CC3)cc2s1,-17,11[fluorescence artefact?],13,-7,-5,4,-1,0,2
O=[N+]([O-])C(/C=C(\Cl)[N+](=O)[O-])=C1N(Cc2ccc(Cl)nc2)CCN1Cc1ccc(Cl)nc1,-18,6,27,0,1,-3,2,-7,23
Cc1sc(NC(=O)CSc2nc(N)n(CC(=O)c3ccccc3)n2)c(C#N)c1C,9,0,18,-4,-2,4,8,0,1
Cn1nc(CC(=O)N2CCN(c3ccccc3)CC2)c2ccccc2c1=O,0,11[fluorescence artefact?],13,-6,-1,-2,-7,0[fluorescence artefact?],0
CN(C)c1nnc(-c2ccc(Cl)cc2)o1,-10,-4,2,-4,0,4,-2,0,-2
COc1ccc(-c2[nH]ncc2CN(Cc2nccn2C)C(C)C)cc1F,-9,-20,10,nt,2,5,-3,1,3
O=C(COC(=O)COc1ccc(Cl)cc1Cl)Nc1cccnc1Cl,nt,-9,5,-30,-1,-2,nt,-3[fluorescence artefact?],16
Cn1c(=O)c2ncn(CC(=O)Nc3cccc(-c4nc5ccccc5s4)c3)c2n(C)c1=O,-1,-16,13,0,0,2,5,-4,-2
C=CCCC(=O)Nc1nc(C)c(-c2csc(Nc3ccc(Cl)cc3)n2)s1,-13,22,10,-16,2,7,1,0,4
CCCSc1cc(=O)n(-c2ccccc2)nc1C(=O)O,2,-1,5,-1,-2,6,8,0,-2
Cc1ccc(Nc2c(-c3ccc(N4CCOCC4)cc3)nc3ncccn23)cc1,nt,-10,9,-3,1,-2,nt,2[fluorescence artefact?],6
CC(C)NC(=O)c1cc(C(=O)c2cc(Cl)ccc2O)coc1=N,-8,nt,15,-2,1,2,-1,nt,6
C/C(=N\NC(=O)c1ccccc1)c1ccc(N2CCCCC2)cc1,0,0,2,-10,5,5,8,23,3
COc1cc(NC(=O)c2n[nH]c(=O)c3ccccc23)cc(OC)c1,nt,0,9,4,-1,5,13,-11,1
O=C(c1ccccc1)N1CCN(S(=O)(=O)N2CCOCC2)CC1,-8,-12,5,1,0,0,-8,0,-3

# Additional results.
SMILES,Mdm2 ligase inh,14-3-3 Bad inh,FXIIa inh,KLK5 inh,Wee1 stabilizer,p97 ATPase inh,Rad51 HR inh,eIF4E-4G inh,FXIa inh
COC(=O)C1=C(C)Nc2nnnn2C1c1cc(OC)ccc1OC (stereo not drawn),-11,-9,6,-9,1,6,10,7,3
CC1CN(c2nc3c(c(=O)n(Cc4ccc(Cl)cc4)c(=O)n3C)n2C)CC(C)O1 (stereo not drawn),-10,-18[fluorescence artefact?],0,-5,0,1,-31,-2,-11
O=C(Nc1cccc(C(F)(F)F)c1)c1cc(S(=O)(=O)N2CCCCC2)ccc1N1CCOCC1,38*,10,4,-13,-2,0,12,1,5
CC(=O)N(C(C)=O)C1=C(C#N)C2(CCCCC2)Cc2ccccc21,-4,7,12,-24,-1,-7,4,8,-1
O=C(NC(=S)NCc1ccco1)c1ccccc1,-10,-5,12,0,0,-2,-94,2,2
Cc1cccc(C)c1NC(=O)CCCSc1nnc(N)s1,1,-1,8,4,5,0,-9,4,-1
COc1ccc(Cn2cnc3c4cc(F)ccc4n(C)c3c2=O)cc1,2,-1,12,-3,-3,3,10,1,7
Cc1cc(NC(=O)CCC(=O)N(CC(=O)NC2CCCC2)Cc2ccccc2Cl)no1,-10,-1,18,-8,-1,1,-2,0,4
CC(C)OP(=O)(OC(C)C)C(Nc1cccc(C(=O)O)c1)c1ccccc1 (stereo not drawn),-7,-5,1,-2,-2,2,7,5,-4
O=C(NNC(=O)c1cnccc1C(F)(F)F)c1ccccc1,-3,-7,5,6,-1,5,16,0,6
Cc1ccc(NC2=NCC(=O)N2CCc2ccccc2)cc1C,-13,46,-3,-12,-3,0,-8,-5,-15
C/C(=N\Nc1ccc(S(N)(=O)=O)cc1[N+](=O)[O-])c1ccco1,nt,2,6,0,0,-2,-9,-3,-2
CCOC(=O)c1cnn(-c2nc3c(C)cccc3s2)c1C,-6,12,9,-7,3,0,-3,1[fluorescence artefact?],-1
CN(C)c1ccc2c(O)cc(=O)n(C)c2c1,-15,4,14,4,1,0,-1,0,5
CCOc1ncccc1C(=O)OCC(=O)NC(=O)NC(C)C,-10,-3,3,-4,1,-6,5,0,-7
Clc1ccccc1CSc1nc2ccncc2[nH]1,-20,-5,19,0,1,-4,nt,2,-5
CCCCNC(=O)C1CCCN1C(=O)Nc1cccc(OC)c1 (stereo not drawn),-15,-4,1,-9,0,1,-2,11,-11
COc1ccc(CCNC(=O)NC(C(F)(F)F)C(F)(F)F)cc1OC,-13,1,-7,4,0,2,-7,-5,-12
O=C(N/N=C/c1ccccc1)c1ccc(N2CCOCC2)c([N+](=O)[O-])c1,-4,-6,0,-20,0,2,3,11[fluorescence artefact?],-2
CC1CC(C)CN(C(=O)COC(=O)c2cccc([N+](=O)[O-])c2)C1 (stereo not drawn),-15,-3,2,-4,1,7,-3,3,-4
COCCNC(=O)c1cc2sccc2n1C,4,6,2,-4,3,4,-1,4,-4
COc1ccc(NC(=O)CN2CCN(c3ccccc3F)CC2)cc1,-18,3[fluorescence artefact?],10,13,-2,-3,nt,5,4
COc1ccc(S(=O)(=O)N2CCN(c3ccc4nnc(-c5ccc(F)cc5)n4n3)CC2)cc1,-15,4[fluorescence artefact?],12,5,-3,3,0,2[fluorescence artefact?],4
COc1ccc(N=C2NC(=O)/C(=C\C=C\c3ccccc3)S2)cc1,-12,9,11,7,3,-1,-2,0,0
